High-throughput results as filed in PubChem BioAssay.
ARNT TACC3 PPI: disruptors of ARNT/TACC3 protein interaction, primary screen, biochemical, AlphaScreen, single concentration; inhibition, % at 9.99 µM; Transforming acidic coiled-coil-containing protein 3 (Homo sapiens), Q9Y6A5; AlphaScreen His-ARNT PAS-B/GST-TACC3 binding, luminescence; TACC3 fragment carries E629A point mutation; actives 0.66% (n = 390,000); AID 623870, 2012;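 active = mean inhibition of replicates at least 50% and at least half of replicates each reaching 50%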;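 note: 0% = complete ARNT plus TACC3 wells and 100% = ARNT alone without TACC3; many hits fall short of the cut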
* marks the source's active call; other numbers are inactive results. Some of the compounds tested (hit frequency here may not be typical).

SMILES | ARNT TACC3 PPI
O=C(Nc1ccccc1Cl)NC1(C(=O)N2CCCC2)CCCCC1 | -2
N#CC1=C(N)Oc2n[nH]c(-c3cccs3)c2C1c1ccsc1 (stereo unspecified) | 28
CC(C)(C)C1=C(C#N)C(c2ccc3c(c2)OCO3)C(C#N)=C(N)O1 (stereo unspecified) | 3
CCOC(=O)Cc1[nH]nc2c1C(c1cccc(OC)c1OC)C(C#N)=C(N)O2 (stereo unspecified) | 2
CCOC(=O)C(CC)n1cnc2sc3c(c2c1=O)CCC3 (stereo unspecified) | -4
CC1Sc2ccc(S(=O)(=O)CCC(=O)NCc3ccccc3Cl)cc2NC1=O (stereo unspecified) | -2
O=C(c1cccs1)N1CCN(c2ccc(F)cc2)CC1 | 4
CC1Cc2ccccc2N1C(=O)Cn1cc([N+](=O)[O-])cn1 (stereo unspecified) | -3
Cc1ccc(NC(=O)c2cc3c(s2)CCC3)cc1S(=O)(=O)N1CCOCC1 | -4
Cc1ccc(SCc2[nH]nc3c2C2(C(=O)N(C)c4ccccc42)C(C#N)=C(N)O3)cc1 (stereo unspecified) | 2
COc1ccc(N2CCN(Cc3cc(=O)oc4cc(C)c(Cl)cc34)CC2)cc1 | -3
COc1ccc(S(=O)(=O)N(C)CC(=O)NC2CCCCC2)cc1Cl | -4
c1coc(CN2CCN(C(c3cccs3)c3nnnn3C3CCCC3)CC2)c1 (stereo unspecified) | 13
CCn1nc(NC(=O)c2ccccn2)c2cc3cccc(C)c3nc21 | -4
CCOC(=O)N1CCC(NC(=O)C2CCN(S(=O)(=O)c3cnc[nH]3)CC2)CC1 | -3
CN(C)CCCOC(=O)c1ccccc1 | -1
Cc1ccc(C(O)c2nccn2C)o1 (stereo unspecified) | 6
COC(=O)CSc1n[nH]c(-c2ccncc2)n1 | 14
O=C(COC(=O)c1ccc(S(=O)(=O)NCc2ccco2)cc1)Nc1ccccc1OC(F)F | -1
Cc1cccc(C(=O)O/N=C2/CC3CCC2(C)C3(C)C)c1 (stereo unspecified) | -2
Cc1ccc(C)c(N(CC(=O)NCc2ccco2)C(=O)CCC(=O)Nc2ccccn2)c1 | 6
O=[N+]([O-])c1cccc(/C=C/c2nc3ccc([N+](=O)[O-])cc3[nH]2)c1 | -1
O=C(COC(=O)CCS(=O)(=O)c1ccc(Cl)cc1)NC1CCCCC1 | 5
COc1cccc(N(CC(=O)NCCSc2ccccc2)S(C)(=O)=O)c1 | -5
N#Cc1c(NC(=O)CSc2nnnn2C2CCCCC2)sc2c1CCCC2 | -1
(next part)
SMILES | ARNT TACC3 PPI
Cc1nc2ccccc2c(=O)n1NC(=O)c1ccco1 | 0
C=CCN(CC=C)S(=O)(=O)c1ccc2nc(NC(=O)C(C)C)sc2c1 | -11
Cc1nn(-c2ccc(Cl)c(Cl)c2)c(=O)c2ccccc12 | 1
COc1ccccc1C(=O)NCC(=O)OC(C)C(=O)NC(=O)NC1CCCCC1 (stereo unspecified) | -8
C=CCOc1ccc(C(=O)N(Cc2ccc(N(C)C)cc2)C2CCS(=O)(=O)C2)cc1 (stereo unspecified) | 0
COc1ccc(OC)c(C(c2nnnn2Cc2ccccc2)N2CCC(C(N)=O)CC2)c1 (stereo unspecified) | 6
O=C(CSc1nc2ccccc2c(=O)[nH]1)N1CCCCCC1 | -4
Cc1cccc(NC(=O)Cn2c(=O)n(Cc3ccco3)c(=N)c3c4c(sc32)COC(C)(C)C4)c1 | 2
CCCNC(=S)NCCN1CCCCC1 | -7
CC(=O)c1c(C)[nH]c(C(=O)NCc2ccccc2Cl)c1C | 6
COc1ccc(/C=C2\CCOC2=O)cc1 | -1
Cc1ccc(OCCOCCNC(C)C)c(Br)c1 | -2
CCOC(=O)C(C)n1ncn2cccc2c1=O (stereo unspecified) | 8
O=C(COc1ccc(F)cc1)OCCN1CCOCC1 | 6
Cc1cccc(-n2c(CNC(=O)COc3ccccc3)nnc2SCC(=O)Nc2nccs2)c1 | -6
COc1ccc(/C(O)=C2/C(=O)C(=O)N(c3ncccn3)C2c2ccc(OC)c(OC)c2)cc1 (stereo unspecified) | -15
O=C(c1ccco1)N1CCN(C(c2cccs2)c2nnnn2C2CCCC2)CC1 (stereo unspecified) | 4
N/C(=N\OC(=O)c1ccco1)c1ccc(Br)cc1 | 3
Cc1oc(C(C)(C)C)cc1C(=O)Nc1ccc2c(c1)OCCO2 | -2
CC(OC(=O)CN1C(=O)C2CCCCC2C1=O)C(=O)Nc1ncc(Cl)cc1Cl (stereo unspecified) | 6
CCc1c(C)nc2ncnn2c1N1CCC(C(=O)Nc2cccc(C(C)=O)c2)CC1 | -2
CCOC(=O)c1nnsc1NC(C)=O | 6
Cc1cc(C)n(C(=O)c2c([N+](=O)[O-])c(C)nn2C)n1 | 0
COc1ccc(N2CCN(Cc3cc4c(cc3O)CCC4)CC2)cc1 | 12
COc1ccc(S(=O)(=O)NCc2cccs2)cc1 | 2
Next section
SMILES | ARNT TACC3 PPI
CCC(=O)c1cn(CC(=O)OC)c2ccccc12 | -3
O=C(O)C1CCCCC1C(=O)NCCCc1ccccc1 (stereo unspecified) | 0
O=C(Nc1ccc(O)c(C(=O)O)c1)c1ccc2c(c1)C(=O)N(CC1CCCO1)C2=O (stereo unspecified) | 3
COc1cc2[nH]c(=S)n(Cc3ccc(C)o3)c(=O)c2cc1OC | -5
C/C(N)=C(/C#N)C(=O)COc1ncnc2ccccc12 | -8
CCCS(=O)(=O)N1CCCC(C(=O)NCCc2ccc(Cl)cc2)C1 (stereo unspecified) | -8
O=[N+]([O-])c1cc([N+](=O)[O-])c2oc(-c3ccccc3)c(Br)c2c1O | -1
O=C(c1cc2ccccc2oc1=O)N(Cc1cccs1)Cc1cccs1 | 3
Cc1c(NC(=S)N/N=C/c2cccc(O)c2)c(=O)n(-c2ccccc2)n1C | -3
O=C(OCc1ccco1)c1ccc(S(=O)(=O)N2CCCCC2)cc1 | -3
COC(=O)c1ccc2nc(C(F)(F)F)[nH]c2c1 | 6
O=C(CSc1nnc(-c2ccco2)n1Cc1ccccc1)OC1CCCCC1 | -1
C#CCOCCOCCOCCNc1nc(N2CCN(C(=O)[C@H](CCC(=O)O)n3cc(C(N)CC(C)C)nn3)CC2)nc(N2CCN(C(=O)[C@H](CCC(=O)O)n3cc(C(N)[C@H](C)CC)nn3)CC2)n1 (stereo partly specified) | 22
CC(=O)NS(=O)(=O)c1ccc(NS(=O)(=O)c2ccc(F)cc2)cc1 | 11
CC(=O)Nc1c(C(=O)NCc2ccccc2)nnn1Cc1ccccc1 | 6
CCOc1ccc(C(=O)Nc2c3c(nn2-c2cccc(Cl)c2)CS(=O)C3)cc1 (stereo unspecified) | 8
O=C(NCSc1ccnc(SCNC(=O)c2ccc(F)cc2)n1)c1ccc(F)cc1 | -3
O=C1CC(c2ccccc2)CC(O)=C1C=NCCCO (stereo unspecified) | -2
COc1cc2c(cc1OC)C(C)N(S(=O)(=O)c1cnc(Cl)c(Cl)c1)CC2 (stereo unspecified) | -1
O=C(Nc1nn(Cc2ccc(Cl)cc2)cc1Br)c1ccc(COc2ccccc2Cl)o1 | 0
Cc1ccc2c(c1)N(CC(=O)N1CCN(c3nc4ccccc4s3)CC1)C(=O)C(C)O2 (stereo unspecified) | -14
N#Cc1cc(C(=O)c2cc(Br)ccc2O)cn(C2CC2)c1=O | 3
COc1ccccc1CNC(=O)c1c(O)c2cc(OC)c(OC)cc2[nH]c1=O | -10
N/C(COc1cccc(Cl)c1)=N\NS(=O)(=O)c1ccccc1 | -1
COc1ccc(/C=N/OCC(=O)N2CC3(C)CC2CC(C)(C)C3)cc1OC (stereo unspecified) | 11
The results go on.
SMILES | ARNT TACC3 PPI
COc1cc(C)nc(Oc2ccc(OCCOc3ccc(C)cc3)nn2)n1 | -1
O=c1c2ccccc2nc(-c2ccc(Cl)cc2)n1C1CCS(=O)(=O)C1 (stereo unspecified) | -8
CCCCNC(=O)c1sc(=S)n2c1[nH]c(=O)c1ccc(C(=O)NCCc3ccc(OC)c(OC)c3)cc12 | 13
O=C(Oc1ccc(N(Cc2cccs2)C2=NS(=O)(=O)c3ccccc32)cc1)c1ccccc1F | -1
CCOc1ccc(/C=N/n2c(SC)nnc(C(C)(C)C)c2=O)cc1 | -4
CC1=C([N+](=O)[O-])C(c2ccccc2)C2=C(N1)c1ccccc1C2=O (stereo unspecified) | 18
CC1=C(C(=O)O)N2C(=O)C(NC(=O)c3nn(C)cc3Cl)C2SC1 (stereo unspecified) | -1
CCN(C(=O)c1coc(=O)c(Br)c1)c1ccc2c(c1)OCO2 | 16
O=C(Cn1c(C(=O)N2CCN(C3CCCCC3)CC2)cc2sccc21)c1ccccc1 | 13
CC(C)(C)CC(C)(C)NCC(O)COc1c(F)cc(Br)cc1F (stereo unspecified) | 1
Cc1c(C(=O)O)sc(=S)n1-c1ccccc1 | 5
CCC(c1nnnn1Cc1ccco1)N(Cc1cc2cc(C)cc(C)c2[nH]c1=O)CC1CCCO1 (stereo unspecified) | 12
CCCCOc1ccc(CSC(=N)N)cc1[N+](=O)[O-] | -2
COc1ccc(-c2nc3n(c(=O)c2C#N)CCCS3)cc1 | -12
COc1cc(C2Nc3ccc4ncccc4c3C3=C2C(=O)CCC3)ccc1O (stereo unspecified) | 2
COc1cc2[nH]c(=O)n(CCCC(=O)NCCc3ccccc3)c(=O)c2cc1OC | 33
O=C(Cn1c2ccccc2c2nc3n(c(=O)c21)CCS3)N1CCCC1 | -4
COc1cc(C(=O)Nc2cc(C)c(OCC(=O)N3CCOCC3)c(C)c2)cc(OC)c1OC | 5
Cc1noc(N)c1C(=O)Nc1ccccc1F | 3
N#CC1=C(SCc2ccccc2)NC(=O)CC1c1ccccc1 (stereo unspecified) | 5
CC(C)CC(c1nnnn1C(C)C)N1CCN(c2ccccc2)CC1 (stereo unspecified) | -8
O=C(NC1CCCCC1)N(Cc1ccccc1)Cc1ccco1 | -5
O=C(c1ccccc1)N1CCCC(c2nc3c(nnn3Cc3ccccc3)c(=O)[nH]2)C1 (stereo unspecified) | 10
C=CCOC(=O)C1=C(C)NC2(O)c3ccccc3C(=O)C12O (stereo unspecified) | 13
O=C(NC12CC3CC(CC(C3)C1)C2)c1cc2nc(-c3ccco3)cc(C(F)(F)F)n2n1 | -11
Continuation:
SMILES | ARNT TACC3 PPI
COc1ccc(CCN2C(=O)CC(N3CCOCC3)C2=O)cc1 (stereo unspecified) | 1
Cc1cnn(C(=S)NCCc2ccccc2)c1 | -4
O=c1nc2n(c3c1oc1ccccc13)Cc1ccccc1-2 | 1
Cc1cc(C)cc(NS(=O)(=O)c2ccc3[nH]cc(C(=O)NCc4ccco4)c(=O)c3c2)c1 | -2
CCCc1nc2ccccc2c(=O)n1/N=C/c1c(C)[nH]n(-c2ccc(C)cc2)c1=O | 18
CCCCOc1ccc(CSc2nncn2N)cc1 | 4
COc1cccc(-c2nc(N3CCN(c4ccccc4)CC3)c3ccccc3n2)c1O | 2
CC(=O)Nc1cc(C(F)(F)F)ccc1Oc1cccc(Br)c1 | -5
Cc1ccc2c(n1)CC(C)(C)C/C2=N\O | 22
CNC(=S)Nc1cccc2[nH]ncc12 | -1
O=C(CC(c1ccccc1)c1ccccc1)Nc1ncn[nH]1 | 10
Cc1cccc(NC(=O)C2CCN(S(=O)(=O)c3cccs3)CC2)n1 | -18
Cc1cc(C)c(-c2cc(NC(=O)CSc3n[nH]c(N)n3)n(-c3ccccc3)n2)cc1C | -3
CN(C)c1c([N+](=O)[O-])cc2[nH]c(=O)[nH]c2c1[N+](=O)[O-] | -3
CCOC(=O)N1CCC(NC(=O)CSCc2nc(-c3cccc(OC)c3)oc2C)CC1 | -18
CCOc1c(Cl)cc(C2NC(=O)NC(C)=C2C(=O)NCc2ccccc2)cc1OC (stereo unspecified) | 1
CN(C)c1ccc(C=Nc2ccccc2C(N)=O)cc1 | -5
c1ccc(-c2ccc(-n3ccnc3)cc2)cc1 | -23
Cc1ccc(NC(=S)c2nc3ccccc3s2)cc1 | -3
Cc1[nH]nc(N2CCCCC2)c1[N+](=O)[O-] | 2
COC(=O)C(N)Cc1ccc(O)c(O)c1 (stereo unspecified) | -5
Cc1ccccc1C(=O)N1CCN(c2ccccn2)CC1 | -3
CCN1CCC2(CC1)C(C#N)=C(N)Oc1c2sc2nc(C)cc(C)c12 | 7

Nothing new here: an excerpt of the list.
SMILES | ARNT TACC3 PPI
O=C(Nc1ccccc1Cl)NC1(C(=O)N2CCCC2)CCCCC1 | -2
N#CC1=C(N)Oc2n[nH]c(-c3cccs3)c2C1c1ccsc1 (stereo unspecified) | 28
CC(C)(C)C1=C(C#N)C(c2ccc3c(c2)OCO3)C(C#N)=C(N)O1 (stereo unspecified) | 3
CCOC(=O)Cc1[nH]nc2c1C(c1cccc(OC)c1OC)C(C#N)=C(N)O2 (stereo unspecified) | 2
CCOC(=O)C(CC)n1cnc2sc3c(c2c1=O)CCC3 (stereo unspecified) | -4
CC1Sc2ccc(S(=O)(=O)CCC(=O)NCc3ccccc3Cl)cc2NC1=O (stereo unspecified) | -2
O=C(c1cccs1)N1CCN(c2ccc(F)cc2)CC1 | 4
CC1Cc2ccccc2N1C(=O)Cn1cc([N+](=O)[O-])cn1 (stereo unspecified) | -3
Cc1ccc(NC(=O)c2cc3c(s2)CCC3)cc1S(=O)(=O)N1CCOCC1 | -4
Cc1ccc(SCc2[nH]nc3c2C2(C(=O)N(C)c4ccccc42)C(C#N)=C(N)O3)cc1 (stereo unspecified) | 2
COc1ccc(N2CCN(Cc3cc(=O)oc4cc(C)c(Cl)cc34)CC2)cc1 | -3
COc1ccc(S(=O)(=O)N(C)CC(=O)NC2CCCCC2)cc1Cl | -4
c1coc(CN2CCN(C(c3cccs3)c3nnnn3C3CCCC3)CC2)c1 (stereo unspecified) | 13
CCn1nc(NC(=O)c2ccccn2)c2cc3cccc(C)c3nc21 | -4
CCOC(=O)N1CCC(NC(=O)C2CCN(S(=O)(=O)c3cnc[nH]3)CC2)CC1 | -3
CN(C)CCCOC(=O)c1ccccc1 | -1
Cc1ccc(C(O)c2nccn2C)o1 (stereo unspecified) | 6
COC(=O)CSc1n[nH]c(-c2ccncc2)n1 | 14
O=C(COC(=O)c1ccc(S(=O)(=O)NCc2ccco2)cc1)Nc1ccccc1OC(F)F | -1
Cc1cccc(C(=O)O/N=C2/CC3CCC2(C)C3(C)C)c1 (stereo unspecified) | -2
